Assay outcomes as filed in PubChem BioAssay.
M4 PAM = positive allosteric modulators of human muscarinic M4 receptor. CHO-K1 hM4/Gqi5, Fluo-8 calcium fluorescence, ACh EC20; 0% = ACh EC20, 100% = maximal ACh. activation, % at 3 µM. 360,000 tested, 0.4% active. AID 624126;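 active means activation above its plate's cutoff, the mean activation of sample wells plus 3 SD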; further: some results filed as inactive read as strong as hits
Target sequence (P08173 whole entry, looked up): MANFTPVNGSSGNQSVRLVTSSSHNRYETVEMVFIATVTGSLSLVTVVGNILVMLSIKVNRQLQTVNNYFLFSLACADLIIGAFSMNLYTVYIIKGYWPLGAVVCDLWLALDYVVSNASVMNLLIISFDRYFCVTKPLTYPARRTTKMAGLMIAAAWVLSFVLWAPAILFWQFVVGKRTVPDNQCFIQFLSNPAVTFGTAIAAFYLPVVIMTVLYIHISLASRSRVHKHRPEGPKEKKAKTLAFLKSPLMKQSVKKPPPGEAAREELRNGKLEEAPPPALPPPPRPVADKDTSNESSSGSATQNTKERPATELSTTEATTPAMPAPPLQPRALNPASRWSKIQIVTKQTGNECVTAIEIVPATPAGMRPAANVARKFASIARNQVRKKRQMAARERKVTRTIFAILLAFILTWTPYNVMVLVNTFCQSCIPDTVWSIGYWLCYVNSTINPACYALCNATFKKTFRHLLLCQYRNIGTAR
CHRM5 PAM = CHRM5 positive allosteric modulation; P08912; CHO-K1 hM5, Fluo-8 calcium, ACh EC20 PAM; 0% = ACh EC20, 100% = ACh EC100; activation, % at 3 µM; 360,000 tested, 0.3% active; AID 624038;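 active means activation above the run cutoff, the mean activation of all test compounds plus 3 SD, cut at about 18% in these data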
Target sequence (P08912 whole entry, looked up): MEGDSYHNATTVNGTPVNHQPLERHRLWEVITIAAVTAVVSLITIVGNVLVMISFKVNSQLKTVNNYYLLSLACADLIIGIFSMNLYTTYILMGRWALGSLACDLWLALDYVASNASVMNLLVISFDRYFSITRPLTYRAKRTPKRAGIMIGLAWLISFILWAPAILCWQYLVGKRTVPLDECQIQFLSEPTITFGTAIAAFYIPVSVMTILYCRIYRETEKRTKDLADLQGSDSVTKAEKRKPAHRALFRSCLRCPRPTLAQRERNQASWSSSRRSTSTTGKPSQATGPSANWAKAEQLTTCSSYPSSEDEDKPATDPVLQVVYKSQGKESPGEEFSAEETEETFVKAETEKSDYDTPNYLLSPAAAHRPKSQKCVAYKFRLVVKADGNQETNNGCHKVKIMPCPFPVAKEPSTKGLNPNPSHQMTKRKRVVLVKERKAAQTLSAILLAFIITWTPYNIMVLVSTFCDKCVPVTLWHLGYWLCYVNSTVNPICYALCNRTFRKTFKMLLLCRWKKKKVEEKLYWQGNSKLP
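Measured by: Fluo-8 calcium fluorescence; material: human M5 receptor in CHO-K1 cells; schedule: Post-acetylcholine fluorescence recording 140 s; benchmarks: low control EC20 acetylcholine (0%), high control EC100 acetylcholine (100%); read-out: Max/basal fluorescence ratio as % of EC20–EC100 ACh window; compound: single dose, 3 µM nominal final test concentration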
M4 ag = CHRM4 agonism in calcium assay | P08173 | CHO-K1 hM4/Gqi5, Fluo-8 calcium fluorescence; vehicle 0%, full acetylcholine response 100% | activation, % at 3 µM | 360,000 tested, 0.14% active | AID 624127;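 active means activation above the run mean over all test wells plus 3 SD, cut at about 32% in these data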;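 further: peak over basal fluorescence ratio per well then scaled between controls; 0% = DMSO wells and 100% = acetylcholine at EC100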
CHO-K1 Ca PAM = M1 PAM counterscreen hit in parental CHO-K1 cells | activation, % at 3 µM | ATP EC20, Fluo-8 calcium fluorescence; 0% at ATP EC20, 100% at ATP max | 360,000 tested, 0.02% active;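 active means activation above the run cutoff, the mean activation of all test compounds plus 3 SD, cut at about 40% in these data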;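 further: peak over basal fluorescence ratio in a 140 s read after ATP addition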
CHO-K1 Ca antag = M1 antagonist counterscreen hit in parental CHO-K1 cells; ATP-induced calcium, Fluo-8 fluorescence; inhibition, % at 3 µM; 360,000 tested, 0.6% active;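 active means inhibition above a per-plate cutoff, the plate's mean sample inhibition plus 3 SD, cut at about 24% in these data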;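 further: 0% = DMSO plus EC80 ATP and 100% = DMSO alone without ATP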
M5 ag = agonists of human muscarinic M5 receptor (CHRM5) | AID 624037 | P08912 | 360,000 tested, 0.19% active | activation, % at 3 µM | CHO-K1 hM5 cells, Fluo-8 calcium fluorescence; 0% DMSO wells, 100% maximal acetylcholine response;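 active means activation above the run's mean over test compounds plus 3 SD, cut at about 23% in these data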;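 further: signal is peak over basal fluorescence ratio across the kinetic read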
M4 antag = antagonists of human muscarinic M4 receptor (CHRM4). 360,000 tested, 0.73% active. AID 624125. P08173. inhibition, % at 3 µM. CHO-hM4 cells, ACh EC80, Fluo-8 calcium fluorescence;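 active means inhibition above its plate's cutoff, the mean inhibition of sample wells plus 3 SD, cut at about 27% in these data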;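 further: 0% = acetylcholine EC80 with DMSO and 100% = DMSO without agonist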
M1 ag parental = M1 agonist counterscreen hit in parental CHO-K1 cells. Fluo-8 calcium fluorescence; scaled to maximal ATP response, vehicle zero. activation, % at 3 µM. 360,000 tested, 0.48% active. AID 602248; in the data active means activation above about 15%;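 further: untransfected CHO-K1 host cells lacking M1 receptor as counterscreen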
CHRM5 antagonist = CHRM5 antagonism in calcium assay; CHO-hM5 cells, Fluo-8 calcium fluorescence, ACh EC80; inhibition, % at 3 µM; 360,000 tested, 0.59% active; AID 624040;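 active means inhibition above a per-plate cutoff, the mean of that plate's test compounds plus 3 SD, cut at about 27% in these data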;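 further: 0% = acetylcholine EC80 with DMSO and 100% = DMSO without agonist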
* marks the source's active call; other numbers are inactive results; . = not tested or not shown.

SMILES	M4 PAM	CHRM5 PAM	M4 ag	CHO-K1 Ca PAM	CHO-K1 Ca antag	M5 ag	M4 antag	M1 ag parental	CHRM5 antagonist
CC(=O)NCC(=O)NC(C(=O)Nc1ccc2c(c1)OCCO2)c1ccc(C)cc1 (stereo unspecified)	2	-1	0	7	-8	-1	-2	0.3	-5
O=S(=O)(c1ccc(Cl)nc1)N1CCCc2ccccc21	3	-4	-1	21	-14	-6	-2	1.7	-2
Cc1ccc(CN(Cc2ccco2)C(=S)NCC(=O)O)cc1	1	-10	7	7	-9	-1	-3	1.0	11
Cc1[nH]c(=O)[nH]c(=O)c1CSc1nnc([C@H](CC(C)C)NC(=O)OC(C)(C)C)o1	-3	6	2	20	-9	0	4	-0.4	-2
Cc1cccc(N(C(=O)Cn2nnc3ccccc32)C(C(=O)NCc2ccco2)c2ccncc2)c1 (stereo unspecified)	12	-2	2	24	-20	-6	1	0.6	-3
COc1ccc(CCN(C)S(=O)(=O)c2cn(C)c(=O)n(C)c2=O)cc1OC	4	-3	1	16	-15	-3	4	0.3	4
CC1(C(=O)NS(=O)(=O)C2CC2)CCCN(C(=O)c2cccnc2Oc2ccccc2)C1 (stereo unspecified)	-3	-2	1	-2	-4	1	14	0.1	5
CCCc1ccc(C(O)c2ncc(-c3cccc(F)c3)[nH]2)cc1 (stereo unspecified)	0	-5	3	23	-2	1	2	2.3	7
CCOC(=O)[C@@H]1[C@H]2COc3cc(OC)ccc3[C@H]2N2C(=O)N(c3ccccc3)C(=O)[C@]12C	7	5	1	19	-15	-3	3	0.8	13
O/N=C(/c1ccccc1)c1cc2cc(Br)cc(Br)c2o1	3	0	6	5	-9	-3	-5	2.4	-3
Cc1ccccc1CN(C)CC(=O)Nc1cccc(S(=O)(=O)N(C)c2ccccc2)c1	-14	-6	3	20	0	-12	2	2.8	9
Cc1ccc(OCC(O)CN2CC3(C)CC2CC(C)(C)C3)cc1 (stereo unspecified)	0	0	1	14	-6	-4	-1	1.2	-4
CCOC(=O)Cn1c(=O)oc2cc(S(=O)(=O)N(C)Cc3ccccc3)ccc21	-11	-9	7	-9	2	3	8	4.8	4
CN(c1ccccc1)S(=O)(=O)c1ccc(C(=O)NCc2ccc(F)cc2)cc1	-12	-17	17	-5	0	-2	-2	5.2	10
O=C(Cc1ccc(Br)cc1)Nc1ccc(S(=O)(=O)Nc2ncccn2)cc1	-1	-2	0	11	-10	-5	0	0.4	4
NC(=O)c1ccc2c(=O)c(O)c(-c3cc(Cl)c(N)c(Cl)c3)[nH]c2c1	4	-2	0	-16	5	3	8	0.1	16
CC(C)(C)C(=O)Nc1cccc(C(=O)c2cccc(NC(=O)C(C)(C)C)c2)c1	0	-6	9	14	-7	2	-23	3.0	-5
O=C(CCCCCNC(=O)c1ccccc1)N/N=C/c1ccc(O)cc1O	11	-2	0	17	-7	-3	-10	0.1	-1
COc1ccc(-c2cc3cc(OC)c(OC)cc3cn2)cc1	3	5	4	10	-13	0	10	1.5	4
COc1ccc(OC)c(Nc2nc(-c3cccs3)cs2)c1	6	1	1	18	-16	0	-9	0.8	-5
COc1ccccc1CCC(=O)Nc1ccc(OC)c(S(=O)(=O)N2CCCCC2)c1	0	4	5	-2	-7	-1	-3	1.7	5
O=C(Nc1cccc2ccccc12)c1ccc([N+](=O)[O-])s1	-5	-3	4	-5	2	-1	-4	3.0	2
Cc1nn(Cc2ccccc2Cl)c(C)c1NC(=O)c1nc2ncccn2n1	-3	-1	0	15	-11	0	4	0.6	-4
CCOC(=O)C(CCCCCOc1ccccc1[N+](=O)[O-])C(=O)OCC	-3	-5	4	-6	10	-1	0	1.6	5
COCCN(C(=O)c1ccc(N2CCCC2=O)cc1)c1c(N)n(CC(C)C)c(=O)[nH]c1=O	6	3	0	3	-12	6	0	0.2	9
COc1cc(-n2c(=O)c3ccccc3n(Cc3cccnc3)c2=O)cc(OC)c1OC	-6	1	0	-3	1	-2	-5	0.0	-12
Cc1oc2c(CN3CCCC3)c(O)ccc2c(=O)c1-c1ccccc1	-19	-4	0	-1	13	-1	14	-0.1	8
O=C1c2ccccc2C(=O)N1CCCSc1nc2ccccc2o1	-8	-3	2	-6	16	-6	0	0.3	2
COc1ccc(CC(=O)NCc2ccccc2)cc1S(=O)(=O)N1CCOCC1	6	-1	1	9	-2	-1	3	0.1	4
Cc1ccc(OCC(=O)Nc2cc(S(=O)(=O)N3CCCCC3)ccc2N2CCN(C)CC2)c(C)c1	-1	-4	4	-1	-8	-7	-23	0.3	0
COCCNC(=O)CSc1nccn1Cc1ccc2c(c1)OCO2	4	0	1	5	5	0	-8	0.1	1
Cc1cc(C(=O)OCC(=O)N2CC(=O)Nc3ccccc32)c(C)n1-c1ccc(F)cc1	9	-4	0	19	-13	-4	-4	0.4	-4
COc1ccc(CCN(C)CC(=O)Nc2c(C)cc(C)cc2C)cc1OC	-8	2	1	10	8	-2	3	0.0	14
CCc1ccccc1NC(=O)NC1CC2CCC(C1)N2Cc1ccco1 (stereo unspecified)	-11	-4	0	-1	-16	-12	9	-0.2	11
Cc1cccc(NC(=S)NCC(c2cccnc2)N2CCOCC2)c1 (stereo unspecified)	10	-4	2	20	-13	3	-3	0.6	11
COc1ccc(N2CCN(C(=O)CCCn3c(=O)[nH]c4cc(Cl)ccc4c3=O)CC2)cc1	-3	-4	2	19	-8	3	5	2.6	2
CCC(=O)c1ccc(OCCSc2ncccn2)cc1	6	6	1	3	-4	-4	-2	0.0	-5
O=c1c2ccccc2nc(SCc2cccc(F)c2)n1-c1cccc(S(=O)(=O)N2CCCC2)c1	-8	-6	1	-15	27*	0	-1	-0.2	10
CCCCN1C(=O)C(CC(=O)NC2CCCC2)CC(C(=O)N(CC)CC)=C1C (stereo unspecified)	8	-2	1	-4	26*	2	-19	-0.5	-7
CC1CC(=O)c2cnc(Nc3ccccc3)nc2C1 (stereo unspecified)	7	-3	-1	20	-8	-5	-11	0.9	2
Cc1ccc(NC(=O)CSCC(=O)NNC(=O)c2ccoc2C)cc1	8	0	0	5	1	-2	-5	-0.1	-2
C#CCCOC(=O)N1C2=NC(C(=O)OC)=C(C(=O)OC)[C@@H]3N(C)c4ccc(OC)cc4[C@]23C[C@H]1C(=O)OC	7	4	1	-13	-6	1	-8	-0.2	-5
Cc1cc(C)cc(NC(=S)NCc2ccc3c(c2)OCO3)c1	1	-1	2	17	-14	-4	-5	0.6	-5
CCCCn1c(=O)[nH]c(=O)c2c1nc(-c1ccc3ccccc3c1)n2CC	7	8	1	2	3	-1	-2	-0.4	1
CCN(C(=O)C1CCCN(c2nc(-c3ccc(OC)cc3)no2)C1)c1ccccc1F (stereo unspecified)	-4	-9	10	18	-4	-2	-7	2.3	0
Cc1ccc(Cl)c(NC(=O)CN2C(=O)C(C)N(c3ccc(F)cc3)C2=O)c1Cl (stereo unspecified)	2	3	8	12	-11	4	-4	2.3	-3
COc1cccc2sc(Nc3nc(-c4ccncc4)cs3)nc12	7	-1	4	5	-9	-11	-2	0.8	1
CSCCC(NS(=O)(=O)c1ccccc1F)C(=O)N1CCCCCC1 (stereo unspecified)	5	2	1	6	-9	0	-8	-0.3	5
Cn1c(=O)n(C)c2cc([N+](=O)[O-])c(N3CCN(C(=O)c4ccccc4Cl)CC3)cc21	-6	-3	18	-1	-16	6	-4	14	11
Oc1csc(Cc2nc(-c3ccc4ccccc4c3)cs2)n1	13	-1	1	8	-6	2	1	0.1	-2

New compounds follow.
SMILES	M4 PAM	CHRM5 PAM	M4 ag	CHO-K1 Ca PAM	CHO-K1 Ca antag	M5 ag	M4 antag	M1 ag parental	CHRM5 antagonist
Cc1nc(NC(=O)c2ccccc2)sc1-c1csc(NCc2ccccc2)n1	11	-5	7	13	-7	7	11	0.7	4
FC(F)(F)c1ccc(Cl)c(-n2c(-c3cc(-c4ccco4)[nH]n3)n[nH]c2=S)c1	-5	-2	2	-4	-3	-1	4	1.0	4
CC1Oc2ccccc2OC1(O)c1ccc2ccccc2n1 (stereo unspecified)	2	-4	1	16	-5	0	-4	1.9	0
CCn1c(=O)n(CC(=O)Nc2ccc(F)cc2)c(=O)c2ccccc21	-9	0	1	-13	29*	-2	9	-0.2	1
COc1ccccc1/C=C/C(=O)NC1CC2CCC1C2 (stereo unspecified)	2	0	1	7	-9	0	-13	0.7	-5
Cc1nc2ccc(S(=O)(=O)N(C)CC(=O)NCc3ccc4c(c3)OCO4)cc2s1	-1	2	-1	4	12	-1	-1	0.3	-9
Cc1ccc(C(=O)Nc2ncccc2O)cc1S(=O)(=O)N1CCCCC1	3	-5	1	-23	22	-2	-1	-0.1	10
Cc1ccc(N2CCN(C(C(=O)Nc3c(C)cccc3C)c3ccccc3OC(F)(F)F)CC2)cc1 (stereo unspecified)	-8	0	-1	.	.	-1	3	.	-1
COc1cc(CN2CCN(Cc3ccc(C)cc3)CC2)c([N+](=O)[O-])cc1OC	0	-1	1	16	-6	-10	1	1.0	-3
O=[N+]([O-])c1cccnc1N1CCC(c2cc(-c3ccc(Cl)cc3Cl)n[nH]2)CC1	-2	-7	2	-7	17	-4	1	0.1	-4

Brought forward from above: four entries, followed by the next part.
SMILES	M4 PAM	CHRM5 PAM	M4 ag	CHO-K1 Ca PAM	CHO-K1 Ca antag	M5 ag	M4 antag	M1 ag parental	CHRM5 antagonist
Cc1ccc(C(=O)Nc2ncccc2O)cc1S(=O)(=O)N1CCCCC1	3	-5	1	-23	22	-2	-1	-0.1	10
Cc1ccc(N2CCN(C(C(=O)Nc3c(C)cccc3C)c3ccccc3OC(F)(F)F)CC2)cc1 (stereo unspecified)	-8	0	-1	.	.	-1	3	.	-1
COc1cc(CN2CCN(Cc3ccc(C)cc3)CC2)c([N+](=O)[O-])cc1OC	0	-1	1	16	-6	-10	1	1.0	-3
O=[N+]([O-])c1cccnc1N1CCC(c2cc(-c3ccc(Cl)cc3Cl)n[nH]2)CC1	-2	-7	2	-7	17	-4	1	0.1	-4
O=C(NCCc1ccccc1)c1coc(=O)c(Br)c1	-3	6	0	15	-4	0	-12	0.7	-3
O=C(c1cccc(C(F)(F)F)c1)N1CCC(O)(CS(=O)(=O)Cc2ccccc2Cl)CC1	-7	-2	2	3	3	0	5	0.6	7
CCOC(=O)c1sc(N/N=C/c2ccc(N(C)C)cc2)nc1C	1	3	1	-7	-3	4	-1	0.1	-4
CCOC(=O)c1oc2nc(C)c3c(c2c1N)CC(C)(C)OC3	-1	-2	1	16	-12	1	4	-0.1	0
CCOc1ccc(-n2c(SCC(=O)NCc3ccco3)nc3ccccc3c2=O)cc1	5	-9	3	10	-9	2	1	0.4	7
COCC(C)NC(=O)c1cc(S(=O)(=O)N2CCCCC2)ccc1N1CCOCC1 (stereo unspecified)	3	6	0	16	-12	-2	-5	0.0	-8
CCOC(=O)c1sc2ncn(/N=C/c3cccnc3)c(=O)c2c1C	12	2	0	15	-9	-4	10	0.3	5
FC(F)(F)c1nnc(-c2ccccc2)nc1Sc1ccccc1	12	3	-1	23	-4	-1	-5	0.7	0
CCC1(c2ccc(Cl)cc2)NC(=O)N(CC(=O)N2CCN(C(=O)c3ccco3)CC2)C1=O (stereo unspecified)	2	0	0	12	-14	1	-8	0.8	2
Cn1c(OCc2cccnc2)nc2c1c(=O)n(Cc1ccc(Br)cc1)c(=O)n2C	10	-7	5	11	-1	3	6	2.1	3
Cc1onc(-c2ccccc2Cl)c1C(=O)NCc1ccc(N2CCCC2=O)cc1	2	3	1	18	-7	-4	11	0.9	-2
